Screening data from PubChem.
Runt-CBFb FRET = blocks binding of human RUNX1 Runt domain to CBFb; Cerulean-Runt/Venus-CBFb FRET ratio 530/480, 1 h; 220,000 compounds, 0.46% hits; Q01196+Q13951; AID 1496; inhibition, % at 20 µM;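 active means inhibition over about 50% at 20 µM in the single-dose screen, limit read from the data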;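 further: 0% = DMSO wells and 100% = excess unlabeled CBFb competitor control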
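Assay system: Cerulean-tagged RUNX1 Runt domain (FRET donor) fusion protein / Amount: 100 nM each of Venus-CBFb and Cerulean-Runt domain / Medium: Tris buffer pH 7.5 with salts and BSA / Also added: Venus-CBFb 100 nM / Schedule: 1 h complex formation plus 1 h compound treatment, room temperature / Signal: FRET fluorescence / Read-out: loss of energy transfer signal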
BaF3 parental = reduces parental Ba/F3 cell viability, JAK2V617F counter-screen; CellTiter-Glo ATP luminescence; inhibition, % at 5.6 µM; 220,000 compounds, 1.1% hits;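 active means inhibition above a per-campaign cutoff, the mean inhibition of all tested compounds plus 3 SD, cut at about 27% in these data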;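 further: 0% = DMSO wells and 100% = JAK Inhibitor I control wells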
S1P4 antagonist = antagonists of human S1P4 receptor; O95977; S1P4-expressing cells, antagonist mode, reporter read-out; inhibition, % at 4.98 µM; 220,000 compounds, 0.26% hits; AID 1510; in the data active means inhibition above about 29%;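 further: 0% = wells stimulated with agonist and 100% = vehicle wells without agonist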
Target sequence (O95977 whole entry, looked up): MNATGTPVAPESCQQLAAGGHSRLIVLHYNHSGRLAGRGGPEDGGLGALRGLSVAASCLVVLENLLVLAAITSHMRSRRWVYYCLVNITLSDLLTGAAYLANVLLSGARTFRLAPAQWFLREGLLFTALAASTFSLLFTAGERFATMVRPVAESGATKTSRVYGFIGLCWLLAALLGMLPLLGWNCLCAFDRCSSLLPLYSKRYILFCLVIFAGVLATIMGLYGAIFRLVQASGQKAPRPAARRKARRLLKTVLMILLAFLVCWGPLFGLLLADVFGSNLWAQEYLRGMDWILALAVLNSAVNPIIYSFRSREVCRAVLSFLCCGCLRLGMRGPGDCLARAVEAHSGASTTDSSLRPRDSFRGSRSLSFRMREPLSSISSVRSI
Ba/F3 V617F tox = reduce viability of Ba/F3 cells dependent on JAK2V617F; Ba/F3 EpoR-JAK2V617F viability, ATP luminescence; inhibition, % at 5.6 µM; 220,000 compounds, 1.1% hits;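 active means inhibition above the campaign mean plus 3 SD over all tested compounds, cut at about 24% in these data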;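 further: cytokine-independent growth of Ba/F3 cells driven by EpoR plus mutant JAK2; 0% = DMSO-treated cells and 100% = JAK inhibitor I control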
NPY-Y1 PAM-ag = potentiates or activates human NPY-Y1 receptor; P25929; NPY-Y1 expressing cells, potentiator/agonist activation; activation, % at 3.6 µM; 220,000 compounds, 0.37% hits; in the data active means activation above about 33%, passing the limit was not always enough;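 further: cells stimulated with NPY at EC10 then isoproterenol at EC100; 0% = low agonist plus stimulus and 100% = saturating agonist plus stimulus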
S1P4 ag = activates the human S1P4 receptor; activation, % at 4.98 µM; 220,000 compounds, 0.35% hits; S1P4-expressing cell line, agonist reporter assay; O95977; in the data active means activation above about 11%;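 further: 0% = DMSO vehicle and 100% = reference agonist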
NPY-Y2 PAM-ag = human NPY-Y2 potentiation or agonism, primary screen. activation, % at 3.6 µM. AID 1359. 220,000 compounds, 0.45% hits. cells expressing NPY-Y2, potentiator/agonist read-out. P49146; in the data active means activation above about 27%;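 further: cells stimulated with NPY near EC25 plus isoproterenol at EC100; 0% = vehicle plus submaximal agonist and 100% = vehicle plus saturating agonist; some results beyond the cut were filed as inactive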
Target sequence (P49146 whole entry, looked up): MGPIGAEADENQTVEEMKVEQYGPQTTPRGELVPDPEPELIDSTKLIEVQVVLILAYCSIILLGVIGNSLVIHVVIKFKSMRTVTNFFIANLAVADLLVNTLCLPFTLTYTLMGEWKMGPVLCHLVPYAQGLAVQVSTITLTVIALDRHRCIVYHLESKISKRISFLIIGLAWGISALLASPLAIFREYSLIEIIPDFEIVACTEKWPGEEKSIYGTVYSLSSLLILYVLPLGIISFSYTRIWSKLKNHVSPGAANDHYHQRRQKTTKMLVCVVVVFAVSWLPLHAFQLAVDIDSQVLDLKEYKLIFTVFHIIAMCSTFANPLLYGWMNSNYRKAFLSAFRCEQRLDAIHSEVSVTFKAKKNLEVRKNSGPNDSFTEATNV
NPY-Y1 antag = antagonists of human neuropeptide Y receptor Y1 | AID 1040 | 200,000 compounds, 1% hits | HEK293-CNG Y1 cells, membrane potential fluorescence; NPY at EC95, then isoproterenol | inhibition, % at 3.6 µM;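 active means inhibition above the campaign mean inhibition of all tested compounds plus 3 SD, cut at about 20% in these data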;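 further: 0% = DMSO wells given NPY plus isoproterenol and 100% = isoproterenol alone without NPY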
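material = HEK293 cells with Y1 receptor plus CNG channel | also added = NPY 25 nM then isoproterenol 1 µM plus Ro 20-1724 25 µM | schedule = dye 3 h, compound 60 min room temperature, stimulation 45 min | measured by = membrane potential fluorescence | benchmarks = high control isoproterenol alone, low control NPY with isoproterenol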
RBBP9 inhibitor = inhibitors of human serine hydrolase RBBP9; inhibition, % at 7.94 µM; 220,000 compounds, 0.2% hits; recombinant RBBP9, FP-Rh probe fluorescence polarization; O75884;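 active means inhibition above the campaign mean of all tested compounds plus 3 SD, cut at about 14% in these data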;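 further: plate controls were DMSO wells with RBBP9 for no effect and wells lacking RBBP9 protein for full effect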
Target sequence (O75884 whole entry, looked up): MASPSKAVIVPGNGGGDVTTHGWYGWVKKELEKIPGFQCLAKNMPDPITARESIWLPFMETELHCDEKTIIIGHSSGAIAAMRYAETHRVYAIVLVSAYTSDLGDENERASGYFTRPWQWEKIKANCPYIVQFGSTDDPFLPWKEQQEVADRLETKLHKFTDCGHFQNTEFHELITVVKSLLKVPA
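Test system – recombinant human RBBP9 · Input – RBBP9 2.5 µM in dispensing solution, pre-mixing · Medium – Tris buffer pH 8.0, NaCl, Pluronic · Schedule – preincubation 30 min plus labeling 45 min at 25 °C · Measured by – fluorescence polarization · Measure – % inhibition · Controls – DMSO and no-protein wells · Replicates – one well per compound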
* marks the source's active call; other numbers are inactive results; · = no result given.

Results follow in this order: Runt-CBFb FRET, BaF3 parental, S1P4 antagonist, Ba/F3 V617F tox, NPY-Y1 PAM-ag, S1P4 ag, NPY-Y2 PAM-ag, NPY-Y1 antag, RBBP9 inhibitor
Cc1nn(Cc2ccc(Cl)cc2)c2sc(C(=O)O)cc12
 : -2, 0, -2, -2, -2, 1.6, -3, 2, -8
COc1cc(NC(=O)COc2ccc(Cl)cc2)ccc1-c1cc2ccccc2oc1=O
 : 2, 4, -29, 0, 9, -1.4, 2, 1, -9
CCn1c(SCC(=O)NNC(=O)Cc2ccccc2)nnc1-c1ccncc1
 : ·, 4, -12, 1, 12, -0.3, 7, 6, -5
O=C(O)c1ccc2ncsc2c1
 : 0, -5, -3, -2, -9, 2.4, 12, ·, 1
CCOC(=O)N1CCN(C(=O)CN(c2ccc(OCc3ccccc3)cc2)S(C)(=O)=O)CC1
 : -3, 8, -9, 3, -15, 1.9, -10, -6, -2
Cc1ccc(CCNC(=O)C2CCN(C(=O)N(C)C)CC2)cc1
 : 0, 2, 5, -2, 5, -1.6, 1, 5, 1
CC1(C)CN(c2ccc(-c3ccnc4ncnn34)cc2)C1=O
 : 1, 9, -13, -1, 3, 2.0, -7, 2, -2
Cc1ccc(C2C(C(=O)c3ccco3)=C(O)C(=O)N2c2ncccn2)cc1 (configuration not stated)
 : 0, 1, 0, -4, 5, 1.8, 5, ·, -3
Cc1cc(N2CCCCC2)c(F)cc1[N+](=O)[O-]
 : 0, 0, 2, -2, 3, 2.5, -10, 0, -1
O=c1c2cc(Cl)ccc2nc(-c2ccccc2Cl)n1O
 : 2, 5, -17, 0, -3, -1.0, -3, 0, -5
O=C(O)CCC(=O)Nc1nc2nc(-c3ccccc3)cc(-c3ccccc3)n2n1
 : -1, -1, 0, -6, -12, 0.7, 1, 1, 0
CCOC(=O)c1cc(-c2ccco2)nc2c1c(C)nn2-c1ccccc1
 : -12, 2, -13, 0, 10, -0.2, 0, 8, -11
CC(C)(C#N)C(C)(C)c1nn[nH]n1
 : -1, 7, 13, 2, -16, -1.1, -14, 0, -6
CC(C)C(=O)Nc1nnc(Cc2c[nH]c3ccccc23)s1
 : -3, -3, 10, 3, -7, 0.1, 1, ·, -5
CCOC(=O)c1oc2nc3c(cc2c1N)COC(C)(C)C3
 : 1, 2, -18, -3, 27, 0.1, 13, 1, 1
CC(=O)Nc1ccc(NC(=O)/C=C/c2ccc(Cl)cc2)cc1
 : 0, 3, -18, 3, 0, 0.0, -9, 2, -7
O=C(C1CCN(S(=O)(=O)Cc2ccccc2)CC1)N1CCN(c2ncccn2)CC1
 : 2, 4, 3, -3, 5, 1.9, 6, 3, -4
COc1cc(/C=N/NC(=O)c2ccccc2Cl)ccc1Oc1ccc([N+](=O)[O-])cn1
 : 0, -1, -1, -3, -4, -1.5, 11, 6, 5
Cn1c(=O)c2c(nc(CN3CCc4ccccc4C3)n2Cc2ccccc2F)n(C)c1=O
 : -5, 5, -17, -2, -16, -2.7, 15, 2, 1
O=C(C/C=N/OCc1ccc(Cl)cc1)c1cnc(-c2ccccc2)s1
 : -1, -1, -5, -4, -31, -5.0, -12, 8, -4
CCn1c(=O)c(C(=O)NCCc2ccccc2)c(O)c2ccccc21
 : 0, 10, -8, 3, -21, 1.5, -13, 6, -7
COC(=O)Nc1ccc(S(=O)(=O)N(CCO)CCO)cc1
 : 0, 1, -2, -4, 6, 2.3, -7, -4, -10
O=C(CCc1ccccc1)Nc1c(F)c(F)c(F)c(F)c1F
 : -2, 3, 7, -6, -78, -3.2, -36, 33*, 5
Cc1ccc(N(CC(=O)NN=C2CCN(C)CC2)S(=O)(=O)c2ccccc2)c(C)c1
 : -1, 4, -3, -1, -6, -0.5, -5, 3, -9
CC(C)CNS(=O)(=O)c1cc(C(=O)N2CCOCC2)c(Cl)cc1Cl
 : -1, 5, -3, -3, 3, 1.3, -3, 7, 0
CCOCCOC(=O)C(C)Oc1ccc(Oc2nc(Cl)ccc2Cl)cc1 (configuration not stated)
 : -4, 3, -5, -2, -6, 2.0, -14, 4, -10
O=C(O)C(Cc1ccccc1)N1C(=O)CCC1=O (configuration not stated)
 : -1, 3, -4, 0, -8, 0.0, -17, 2, 0
Cc1ccc(C2=NCN(c3ccc(C(=O)O)cc3)C(=S)N2)cc1
 : 4, 8, -2, 3, 3, -0.3, -1, 0, -3
Cc1nc2c(-c3ccc(F)cc3)c(C)nn2c(C)c1CCC(=O)Nc1ccc(F)cc1F
 : 0, 2, -2, 0, -22, 0.0, -2, ·, -10
CN1CC(=O)N(CCOc2ccccc2)C1=O
 : 0, 2, -4, 4, -5, 1.9, -3, 3, -9

2 of these compounds, set out differently:
> COc1cc(/C=N/NC(=O)c2ccccc2Cl)ccc1Oc1ccc([N+](=O)[O-])cn1
  Runt-CBFb FRET = 0	BaF3 parental = -1	S1P4 antagonist = -1	Ba/F3 V617F tox = -3	NPY-Y1 PAM-ag = -4	S1P4 ag = -1.5	NPY-Y2 PAM-ag = 11	NPY-Y1 antag = 6	RBBP9 inhibitor = 5

> Cn1c(=O)c2c(nc(CN3CCc4ccccc4C3)n2Cc2ccccc2F)n(C)c1=O
  Runt-CBFb FRET = -5	BaF3 parental = 5	S1P4 antagonist = -17	Ba/F3 V617F tox = -2	NPY-Y1 PAM-ag = -16	S1P4 ag = -2.7	NPY-Y2 PAM-ag = 15	NPY-Y1 antag = 2	RBBP9 inhibitor = 1

(listing goes on)
Results follow in this order: Runt-CBFb FRET, BaF3 parental, S1P4 antagonist, Ba/F3 V617F tox, NPY-Y1 PAM-ag, S1P4 ag, NPY-Y2 PAM-ag, NPY-Y1 antag, RBBP9 inhibitor
CCOc1cc(CNCc2ccncc2)cc(Br)c1OCc1ccccc1F
 : -1, 6, -18, -4, -14, -2.1, 11, 4, -1
O=C(CCl)N(c1ccccc1)C1CCS(=O)(=O)C1 (configuration not stated)
 : 3, 6, -28, -1, 1, 1.2, -7, -3, -1
O=C1CC(c2ccccc2)CN1Cc1ccccc1 (configuration not stated)
 : -2, 10, -2, 7, -8, -1.4, -11, -4, 2
O=C(Cn1c(=O)n(Cc2ccco2)c(=O)c2cc(Cl)ccc21)NCC1CCCO1 (configuration not stated)
 : 2, 3, -7, 0, -31, 1.9, 5, 3, -4
CC(C)(C)C1CCC2(CC1)SCC(=O)N2c1ccccc1 (configuration not stated)
 : -7, -2, -7, -6, 33, -0.6, 1, 1, 4
CNc1ccccc1C(C)(C)c1cc(-c2cccc(Br)c2)no1
 : 1, 76*, -8, 62*, -19, 1.8, 9, 12, -28
COC(=O)CN1CC(=O)N(c2ccccc2)C1=S
 : 1, 4, 6, 4, 4, -1.0, -5, -6, -7
CC(C)c1ccccc1NC(=O)COC(=O)Cc1c[nH]c2ccccc12
 : -3, 2, -3, 0, -7, 0.0, 10, 5, -1
CCN(CC)S(=O)(=O)c1ccc(NC(=O)c2c(-c3ccccc3)noc2C)cc1
 : 0, 6, 11, 0, 5, -1.8, -3, 3, -9
CCC(=O)Nc1cnc(NC(=O)c2cccc(F)c2)cc1C
 : -2, 5, 8, 5, -4, -2.6, -9, -8, -3
Cc1ccc(NC(=O)Cc2ccc([N+](=O)[O-])cc2)c(Br)c1
 : 4, 7, -4, 4, 13, -0.2, 8, 3, -9
O=C(CSc1ncccc1C(=O)O)c1ccc2ccccc2c1
 : -2, -3, -21, -5, -3, -1.6, -26, 10, -15
Cc1ccc(S(=O)(=O)NC(CC(=O)O)c2ccco2)cc1 (configuration not stated)
 : -1, 4, 7, -4, 3, 0.6, 6, 0, -4
CCOC(=O)C1=C(c2ccccc2)Nc2ncnn2C1c1ccc(OC)c(OC)c1OC (configuration not stated)
 : -3, 5, -2, 6, 3, -2.2, 4, 4, -8
COC(=O)c1cc(Cc2ccc(N)c(C(=O)OC)c2)ccc1N
 : -2, 7, -8, 0, 12, -0.6, 9, -7, -9
CCC(=O)N1N=C(c2ccc(NS(C)(=O)=O)cc2)CC1c1ccc(C)cc1 (configuration not stated)
 : 3, 9, -8, 4, 12, 1.4, -2, -8, -1
O=C(COc1ccc(S(=O)(=O)N2CCOCC2)cc1)N1CCCCCC1
 : -1, 11, -14, 3, -1, 1.6, -4, -1, -1
CCC1CCC(C(=O)NC(C(=O)NCCCN2CCCCC2C)C(C)C)CC1 (configuration not stated)
 : -1, 8, -3, 2, -2, 0.0, -10, 0, -6
CC(N=C1NS(=O)(=O)c2ccccc21)c1ccccc1 (configuration not stated)
 : -1, 1, -6, 4, 6, -1.7, 2, 0, -2
Cc1ccccc1Cn1c(=O)n(CC2CCC(C(=O)NCCc3ccccc3)CC2)c(=O)c2ccccc21 (configuration not stated)
 : 0, 2, -6, -3, -19, 1.9, 0, -5, 0
Cn1c2c(c(=O)n(C)c1=O)C1(C(=O)Nc3ccccc31)C(C#N)=C(N)O2 (configuration not stated)
 : -1, -3, -5, 2, 1, -1.1, -25, 1, 3
Cc1ccc(-n2c(O)c(C=NC3CCS(=O)(=O)C3)c3ccccc3c2=O)cc1C (configuration not stated)
 : 0, 8, -22, 1, 7, 1.0, 1, 2, -2
CCOc1ccc(S(=O)(=O)N/N=C(\C)c2ccc(OC)cc2OC)cc1
 : 0, -1, -6, -2, -23, -0.8, -1, 2, -7
CCOc1ccc(N2C(=O)S/C(=C\c3cc(OC)c(OC)c(OC)c3)C2=O)cc1
 : -3, -7, 4, 1, 0, 2.5, 8, ·, 4
COC(=O)Cc1c(O)ccn(CCc2c[nH]c3ccc(OC)cc23)c1=O
 : -2, 6, -13, 0, -1, 1.5, -1, -5, -4
CCCCC1CCC(C(=O)OCC(=O)Nc2ccc(S(N)(=O)=O)cc2)CC1 (configuration not stated)
 : -8, 5, -16, 0, -22, 0.8, 0, 20, -5
O=C(CO)N/N=C/c1ccc(Cl)cc1
 : 1, -2, 12, -4, 22, 0.5, -5, -2, -12
COC(=O)C1C(=O)C2=C(CC1C)NC(C)=C(C(=O)OC1CCCC1)C2c1ccc(N(C)C)cc1 (configuration not stated)
 : 4, 4, 21, -2, -11, 0.5, 6, -8, 2
COc1ccc2cc(/C=N/NC(=O)c3ccc(CN(c4cccc(Cl)c4Cl)S(C)(=O)=O)cc3)c(Cl)nc2c1
 : -9, 5, 16, -1, -12, 43*, -9, -2, -2
